Screening results from PubChem.
OPRM1-OPRD1 ag: OPRM1-OPRD1 heterodimerization agonism | P35372+P41143 | cells, luminescence | activation, % at 9.3 µM | 340,000 compounds, 0.3% hits | AID 504326; in the data active = activation above about 18%;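 note: 0% = vehicle-treated cells and 100% = reference agonist; values of inactives mirror those of a sister screen read the other way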
Target sequence (P35372 whole entry, looked up): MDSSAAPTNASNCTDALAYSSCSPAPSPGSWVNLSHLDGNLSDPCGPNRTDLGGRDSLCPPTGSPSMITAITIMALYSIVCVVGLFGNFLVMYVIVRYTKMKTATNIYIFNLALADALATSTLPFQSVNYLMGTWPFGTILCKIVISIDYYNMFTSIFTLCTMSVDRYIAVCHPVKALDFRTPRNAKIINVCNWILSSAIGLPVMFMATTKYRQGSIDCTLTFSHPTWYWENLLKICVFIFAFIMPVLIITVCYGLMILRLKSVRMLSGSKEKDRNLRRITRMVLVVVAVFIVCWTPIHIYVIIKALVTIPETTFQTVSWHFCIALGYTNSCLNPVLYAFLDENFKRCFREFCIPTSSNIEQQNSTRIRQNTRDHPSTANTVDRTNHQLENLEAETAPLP
Target sequence (P41143 whole entry, looked up): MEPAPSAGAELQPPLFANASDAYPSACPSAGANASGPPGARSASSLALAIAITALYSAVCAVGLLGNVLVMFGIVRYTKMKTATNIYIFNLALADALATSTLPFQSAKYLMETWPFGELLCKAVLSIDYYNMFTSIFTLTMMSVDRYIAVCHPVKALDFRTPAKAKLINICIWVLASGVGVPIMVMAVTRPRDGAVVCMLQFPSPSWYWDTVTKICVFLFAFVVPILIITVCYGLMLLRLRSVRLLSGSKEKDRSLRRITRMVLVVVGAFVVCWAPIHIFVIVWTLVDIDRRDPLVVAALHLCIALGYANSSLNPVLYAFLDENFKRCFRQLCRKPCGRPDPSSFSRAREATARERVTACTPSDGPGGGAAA
RTF Ca sens inh: cardiac RTF calcium desensitization | IANBD-labeled cardiac RTF, Ca2+ fluorescence | AID 493244 | 340,000 compounds, 0.12% hits | inhibition, % at 7.15 µM;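 active = inhibition above the mean inhibition of all tested compounds plus 3 SD, cut at about 17% in these data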;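 note: assay run at fixed EC70 calcium of 1.6 mM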
V-ATPase pH: alters yeast V-ATPase proton transport | response, % at 10 µM | 350,000 compounds, 0.37% hits | S. cerevisiae, pHLuorin cytosolic pH fluorescence; in the data active = response mostly above about 7.3%, no sharp cut-off; inactive = mostly below about 5.4%; note: actives read high; inactives centre near 0; some compounds called inactive have numbers as strong as hits; reference of the scale not given here
OPRM1-OPRD1 inv: mu-delta opioid heterodimer inverse agonism. P35372+P41143. cell-based MOR-DOR heterodimer luminescence. inhibition, % at 9.3 µM. 340,000 compounds, 0.21% hits; in the data active = inhibition above about 22%, passing the limit was not always enough;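 note: 0% = cells with DMSO and 100% = wells without cells with DMSO; values of inactives mirror those of a sister screen read the other way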
C-LANA FP: blocks KSHV LANA C-terminal domain binding to DNA. inhibition, % at 9 µM. 340,000 compounds, 0.078% hits. MBP-C-LANA/FAM-LBS DNA binding, fluorescence polarization;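 active = highest replicate inhibition at or above 60% at 9 µM, even if other replicates fall short; inactive = all replicates below 60% inhibition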;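 note: 0% = neutral control wells and 100% = 4 µM acridine orange control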
Pemphigus Ab inh: human desmoglein-3 autoantibody binding inhibition; P32926; DSG3-coupled beads, scFv-anti-DSG3-GFP binding, flow cytometry; stronger effect = lower value; binding (percent of control), % at 10 µM; 310,000 compounds, 0.48% hits; AID 588358;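 active = binding more than 3 SD below its plate's average and above zero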;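 note: hits lower antibody fragment binding to DSG3; some compounds called inactive have numbers as strong as hits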
Wnt bcat act: activators of Wnt/beta-catenin signaling. Wnt/beta-catenin reporter cell assay, activator, plate reader. 300,000 compounds, 1.2% hits. activation, % at 9.35 µM; in the data active = activation above about 30%, passing the limit was not always enough;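 note: 0% = neutral control wells and 100% = positive control wells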
RTF Ca sens act: increases calcium sensitivity of human cardiac regulated thin filaments. P19429+P45379. IANBD-labeled TnC RTF fluorescence at EC20 calcium; 0% EC20 calcium, 100% full calcium. activation, % at 7.2 µM. 340,000 compounds, 0.24% hits;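 active = activation above the mean over all tested compounds plus 3 SD, cut at about 30% in these data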;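 note: rise in fluorescence read as greater calcium sensitivity of cardiac thin filaments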
Arr AP2 block: inhibitors of human beta-arrestin and AP2 interaction; inhibition, % at 10 µM; FITC-arrestin peptide / GST-AP2 beads, flow cytometry; AP2 beta2 appendage carries R879A mutation; 340,000 compounds, 0.31% hits;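 active = inhibition above a set limit, near 3 SD of compounds lacking own fluorescence, cut at about 54% in these data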;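 note: plate controls were DMSO wells for no effect and 5 µM unlabelled arrestin peptide for full effect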
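Assay system: GST-AP2 R879A bound to glutathione beads, E. coli-expressed; Medium: PBS with 0.05% Tween 20 and 0.1% BSA; Also added: fluorescein-tagged arrestin peptide at 50 nM final; Timing: 12 min plus 1 h, RT; Measured by: flow cytometry, FL1 (488/535 nm); Evaluation: percent drop in bead-associated FITC signal.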
Keap1 Nrf2 FP: Keap1-Nrf2 (human) interaction inhibition | inhibition, % at 9.4 µM | 340,000 compounds, 0.15% hits | Keap1 Kelch-Nrf2 peptide fluorescence polarization, 1536-well; in the data active = inhibition above about 12%;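 note: human Keap1 Kelch domain with fluorescein labeled Nrf2 9mer peptide probe; 0% = neutral control wells and 100% = peptide positive control; higher means more block of Keap1 binding to Nrf2 peptide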
* marks the source's active call; other numbers are inactive results; nt = not tested or not shown. An unsorted share of the library; about 3.1% have a hit in one of these screens.

SMILES	OPRM1-OPRD1 ag	RTF Ca sens inh	V-ATPase pH	OPRM1-OPRD1 inv	C-LANA FP	Pemphigus Ab inh	Wnt bcat act	RTF Ca sens act	Arr AP2 block	Keap1 Nrf2 FP
CCC(C)(C)n1nnnc1C(c1cccs1)N1CCCCC1 (centres undefined)	-0.7	2	0	4	-2.2	103	-1	2	1	-1
CSC1=NCCN1C(=O)Cc1ccc(Cl)cc1	-0.7	-6	0	4	-1.4	nt	0	-4	8	-5
O=C(NNC(=O)c1ccccc1F)c1ccco1	2.4	8	0	-19	1.4	101	3	-1	18	-2
Cc1cccc(NCc2cc(Cl)cc(Cl)c2O)n1	10	-1	-5	-60	-1.0	102	nt	-3	2	1
CC(=O)Nc1ccc(S(=O)(=O)NCCc2ccc(F)cc2)cc1	-0.3	-10	-3	2	-0.2	106	nt	-3	-7	-2
Cc1csc(=O)n1CCC(=O)OCc1nnc(-c2ccccc2Cl)o1	-2.0	-6	4	8	-2.5	103	0	-2	-6	-3
Cc1ccc(C2CC(=O)c3cnc(NC(=O)c4ccco4)nc3C2)cc1 (centres undefined)	5.2	2	10	-28	-0.2	111	-1	-2	-6	-3
CCNC(=O)COC(=O)CCNC(=O)c1ccc(Cl)cc1	-3.7	-1	5	19	-0.5	100	-2	0	-7	0
CCN(Cc1ccccc1)C(=O)COC(=O)c1n[nH]c2ccccc12	-2.8	-10	3	16	-0.9	109	-3	-1	-4	-3
CC(C(=O)Nc1ccc(F)cc1Cl)N1CCN(S(=O)(=O)c2cccs2)CC1 (centres undefined)	-0.5	-1	0	2	-1.6	99	-2	-2	-6	-6
Fc1c(CSC(=S)N2CCOCC2)cccc1CSC(=S)N1CCOCC1	-1.5	0	-1	8	-2.0	99	14	10	4	0
O=C(Nc1ccccc1C(=O)Nc1nnc(C(F)(F)F)s1)c1ccccc1	0.9	0	1	-4	0.5	92	-15	-4	8	-4
O=C(CSc1ccc2c(c1)OCCO2)N1CCN(c2ccccc2)CC1	-3.7	1	-3	14	-0.7	86	-3	-3	-2	-5
Cc1onc(-c2c(F)cccc2Cl)c1C(=O)OCC(=O)NCc1ccccc1	2.1	-3	6	-8	-3.3	110	-1	1	-12	-5
CSc1nc2ccc(NC(=O)c3ccc(=O)[nH]c3)cc2s1	-0.6	6	-6	4	0.5	121	-2	-6	-18	-5

Ordered by count of non-hydrogen atoms (low to high): 4 of the compounds above.
SMILES	OPRM1-OPRD1 ag	RTF Ca sens inh	V-ATPase pH	OPRM1-OPRD1 inv	C-LANA FP	Pemphigus Ab inh	Wnt bcat act	RTF Ca sens act	Arr AP2 block	Keap1 Nrf2 FP
O=C(NNC(=O)c1ccccc1F)c1ccco1	2.4	8	0	-19	1.4	101	3	-1	18	-2
CCN(Cc1ccccc1)C(=O)COC(=O)c1n[nH]c2ccccc12	-2.8	-10	3	16	-0.9	109	-3	-1	-4	-3
Cc1ccc(C2CC(=O)c3cnc(NC(=O)c4ccco4)nc3C2)cc1 (centres undefined)	5.2	2	10	-28	-0.2	111	-1	-2	-6	-3
CC(C(=O)Nc1ccc(F)cc1Cl)N1CCN(S(=O)(=O)c2cccs2)CC1 (centres undefined)	-0.5	-1	0	2	-1.6	99	-2	-2	-6	-6

Next section.
SMILES	OPRM1-OPRD1 ag	RTF Ca sens inh	V-ATPase pH	OPRM1-OPRD1 inv	C-LANA FP	Pemphigus Ab inh	Wnt bcat act	RTF Ca sens act	Arr AP2 block	Keap1 Nrf2 FP
CCCCC(=O)Nc1sc2c(c1C#N)CC(C)(C)OC2	-1.7	-10	4	9	0.1	100	22	1	-1	2
O=C1N[C@H](Cc2ccccc2)COC(=O)[C@H](Cc2ccc(F)cc2)CC/C=C/C[C@H]1CC(=O)N(CCO)Cc1ccccc1	1.2	-17	3	-6	-0.7	101	-8	-2	22	1
COc1ccccc1C(=O)Nc1ccc2c(c1)CCCN2C(=O)c1cccs1	0.5	-11	0	-3	-0.4	101	1	3	34	0
CC(C)Cn1c(N)c(C(=O)NCCN2CCOCC2)c2nc3ccccc3nc21	-2.3	-4	-2	13	1.1	95	-4	7	-6	-7
Cc1ccc(S(=O)(=O)N2CCCC2)s1	-2.2	4	2	12	1.1	106	2	-1	-3	-2
CCN1CCN(C(c2cccs2)C(C)NC(=O)C(=O)N2CCCCC2)CC1 (centres undefined)	-3.6	1	1	19	-0.8	103	5	-1	35	-5
COc1cc(NC(=O)CCCN2C(=O)NC(C)(C)C2=O)cc(OC)c1	-1.2	-14	1	5	1.2	114	-3	-1	-1	-2
O=C(N/C=C\c1ccccc1)NCc1ccc(Cl)cc1	-0.6	-2	0	2	-3.5	nt	nt	-5	1	6
O=C(Nc1nnc(S(=O)(=O)N2CCCCCC2)s1)c1ccccc1	-0.7	-8	0	4	-0.9	96	-1	0	3	-2
O=C1OCCN1C(=O)[C@H]1[C@H](c2ccc(Cl)cc2)C(c2ccccc2)=NN1c1ccc(Br)cc1	0.9	-4	-1	-4	-1.3	98	-3	-1	-1	2
O=C(O)c1cccc(C(=O)O)c1Br	-1.8	-9	-4	10	-0.4	102	0	12	-3	4
c1ccc2sc(SCSc3nc4ccccc4s3)nc2c1	-1.3	-3	0	6	-2.5	90	8	-3	20	5
O=C(NCc1ccccc1)c1csc(-c2cccnc2)n1	0.4	-8	7	-2	0.5	113	-1	4	8	0
COc1cccc(C(=O)NCC(=O)OCC(=O)Nc2ncc(Cl)cc2Cl)c1	-2.1	-18	1	10	0.4	114	1	2	7	-3
CC(C)Oc1ccc(S(=O)(=O)N2CCCCC2)cc1NC(=O)CN1CCCC1c1cccs1 (centres undefined)	3.5	2	5	-14	-3.5	105	-4	7	52	-1
CCCc1nn(C)c(C(=O)Nc2ccccc2)c1Cl	1.8	-3	4	-11	-0.6	99	nt	1	15	-5
Cc1ccc(Nc2c(-c3ccccn3)nc3ccc(C)cn23)cc1	3.1	-1	-3	-16	-0.4	106	-6	-3	-2	-4
CC(C)N(Cc1ccccc1)C(=O)CC(=O)N(Cc1ccccc1)C(C)C	-2.5	13	3	14	0.0	98	-1	-1	8	-4
COCCN1Cc2cccc(C(=O)Nc3cc(OC)ccc3OC)c2C1=O	-1.0	7	0	6	-0.2	99	nt	4	0	-2
O=C(N/N=C/c1ccc(O)cc1)c1cccc(N/N=C/c2ccc(O)cc2)c1	-2.0	-16	0	10	0.5	100	-5	2	13	-3
COc1cc(OC)c(C2C3=C(CCCC3=O)Nc3nc4ccccc4n32)cc1OC (centres undefined)	-4.4	-17	-2	22	-0.8	112	nt	0	0	1
Cc1ccc2nc(-c3ccc(NC(=O)COCC(=O)O)cc3)sc2c1	-1.7	-5	-3	9	-2.5	110	38*	0	-3	0
O=C(CN1C(=O)NC(c2ccccc2)(c2ccccc2)C1=O)NCC(=O)Nc1ccc(F)cc1	-5.8	0	-4	22	1.9	98	-1	-4	-4	2
CC(NS(=O)(=O)/C=C/c1ccccc1)C(=O)NCCc1ccc(S(N)(=O)=O)cc1 (centres undefined)	-0.8	-8	1	4	1.2	107	-1	-2	6	-4
C=CC[C@H](CC(=O)N(CCO)Cc1ccccc1)C(=O)N[C@@H](COC(=O)[C@@H](CC=C)Cc1ccc(F)cc1)Cc1c[nH]c2ccccc12	0.3	-4	-1	-2	0.9	97	-2	-10	48	1
O=C(CSc1nnc(-c2ccccc2O)o1)Oc1ccc(Br)cc1	2.2	-2	-3	-11	0.5	102	nt	1	4	-8
O=C(c1cn(-c2ccccc2)nc1-c1cc2ccccc2oc1=O)N1CCOCC1	-2.0	6	-1	10	1.8	103	-3	-3	34	4
O=c1[nH]c(/C=C\c2ccc(O)cc2)nc(O)c1[N+](=O)[O-]	-2.7	-5	2	13	1.9	100	0	11	10	-3
CCOc1ccc2nc(SCC(=O)c3ccc(Cl)s3)sc2c1	-0.9	-12	-6	4	1.0	105	nt	4	-2	-1
O=c1c2ccccc2nc(/C=C/c2ccc(O)cc2)n1CCc1ccccc1	7.8	-1	-4	-41	-0.2	94	nt	-4	2	-2
COc1ccc(NS(=O)(=O)c2cccc(C(=O)NC3CCN(Cc4ccccc4)CC3)c2)cc1	0.8	-27	-2	-4	2.9	107	0	1	25	0
O=C(COC(=O)c1nc(Cl)ccc1Cl)NC(=O)c1ccccc1	-1.7	-5	-4	10	-0.4	113	3	-1	-2	3
CCC(C)(C)NC(=O)CN(C(=O)CCC(=O)Nc1nccs1)c1ccc2c(c1)OCO2	-0.2	9	2	1	-0.4	nt	0	0	27	3
O=C(CN1CC(c2ccccc2)CC1=O)N/N=C/c1cc(Br)ccc1O (centres undefined)	1.6	-3	-5	-9	1.2	126	-3	-1	-17	-4
COc1ccc(C(=O)N2CCN(S(=O)(=O)c3ccc(Br)cc3)CC2)cc1	-0.6	-2	1	2	-0.2	nt	-2	4	2	-6
O=C(CSc1nc(-c2ccco2)cc(C(F)(F)F)n1)NCC1CCCO1 (centres undefined)	1.0	-3	3	-6	1.5	96	-2	9	-5	-4
CCN(c1cc(C)cc(C)c1)S(=O)(=O)c1nnc(NC(=O)c2ccco2)s1	-1.0	-7	-2	5	0.4	nt	4	0	35	-1
CCCCCCN1Cc2ccccc2C1	1.2	1	0	-5	-1.0	115	-1	-3	-11	2
NC(=O)c1ccc(Nc2ccc([N+](=O)[O-])cc2[N+](=O)[O-])cc1	9.3	-2	-4	-47	-2.2	94	-7	-6	4	2
Cc1ccc(C(=O)NCC(=O)NCC(=O)OCC(=O)c2ccc([N+](=O)[O-])cc2)cc1	-4.3	7	5	22	-0.4	100	nt	3	5	-2
C=CCOc1c(OC)cc(/C=N/Nc2cccc(C(=O)O)c2)c(Br)c1Br	-3.8	2	-2	19	1.9	99	-8	1	34	-1
Cc1cccc(C)c1NC(=O)CCS(=O)(=O)c1cccc2nsnc12	2.0	-12	2	-11	0.2	112	-4	8	5	-7
Cc1ccc(C(=O)Nc2ccc(N3CCN(S(C)(=O)=O)CC3)cc2)cc1	1.4	2	3	-8	-0.3	98	-2	-5	29	-5
O=C(COC(=O)CNC(=O)c1ccc(Cl)c([N+](=O)[O-])c1)NC(=O)c1ccccc1	0.1	-9	0	-1	-1.0	102	2	-5	-20	3
Cc1c(N=C2N=C(NC(=O)c3ccc(F)cc3)c3ccccc32)c(=O)n(-c2ccccc2)n1C	-2.9	0	0	14	-0.1	148	-2	12	9	-2
COc1ccc(-c2cc3ccc(OCC(C)=O)cc3oc2=O)cc1	3.2	-9	-10	-16	-0.2	103	34*	0	30	-1
O=C(COC(=O)c1ccccc1O)Nc1cccc(S(=O)(=O)NC2=NCCCCC2)c1	-0.2	-3	1	1	-1.2	81	-1	8	0	4
CC(=O)NC1Sc2ccccc2N=C1c1ccccc1 (centres undefined)	-1.3	1	-2	8	-0.2	101	14	2	2	-5
CC1(C)CC(=O)C(CC2=C(N)CC(C)(C)CC2=O)=C(N)C1	-1.6	3	1	8	1.3	89	2	2	-16	-5
O=C(Cn1ncc2c(=O)oc3ccccc3c21)N1CCc2ccccc2C1	-1.3	-6	7	8	-4.7	98	-2	0	4	6
